Bioassay records deposited in PubChem by several laboratories.
IMP-1 inhibitor: IMP-1 metallo-beta-lactamase inhibitors, primary screen, biochemical, epi-absorbance readout, Pseudomonas aeruginosa enzyme; metallo-beta-lactamase IMP-1 (Pseudomonas aeruginosa); purified IMP-1, nitrocefin hydrolysis, epi-absorbance fluorescence; inhibition, % at 5.6 µM; actives 0.45% (n = 290,000); AID 1556, 2009;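 active = inhibition above the mean plus 3 SD of all compounds in the same screening run, cut at about 4.5% in these data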;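 also: 0% = IMP-1 with DMSO and 100% = DMSO wells lacking enzyme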
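System: purified IMP-1; amount: IMP-1 0.2 nM before substrate addition; compound: single dose, 5.6 µM; times: 25 °C, 15 min preincubation, 25 min reaction; signal: Epi-absorbance via hydrolysed-nitrocefin quenching of white-plate fluorescence, 480/530 nm, EDTA stop; benchmarks: DMSO with and without IMP-1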
HCV NS3 hel inh: inhibitors of HCV NS3 helicase, primary screen, biochemical, Cy5 molecular beacon fluorescence; Hepatitis C virus NS3 helicase; NS3 helicase DNA unwinding; inhibition, % at 10.9 µM; actives 0.56% (n = 290,000); AID 1800, 2009;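 active = inhibition above the mean of all tested compounds plus 3 SD, set per campaign, cut at about 35% in these data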;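 also: 0% = DMSO wells and 100% = thioflavine S control wells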
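System: HCV NS3 helicase fragment; control set: DMSO and thioflavine S; technique: Cy5 fluorescence at 0 and 60 min, beacon hairpin quenching; reagent: beacon DNA duplex substrate plus ATP; replicates: singlicate; schedule: 1 h reaction at 25 °C, ATP-initiated; medium: MOPS buffer pH 6.5 with MgCl2, DTT, Tween20, BSA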
VIM-2 inhibitor: VIM-2 metallo-beta-lactamase inhibitors, primary screen, biochemical, epi-absorbance readout, Pseudomonas aeruginosa enzyme; purified VIM-2, nitrocefin hydrolysis, epi-absorbance fluorescence; inhibition, % at 5.6 µM; actives 0.89% (n = 290,000);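 active = inhibition above the mean of all tested compounds plus 3 SD, cutoff set per screening run, cut at about 7.5% in these data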;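 also: red hydrolysis product quenches plate fluorescence so inhibitors raise well fluorescence; 0% = enzyme with DMSO and 100% = DMSO without enzyme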
IDE cell inh: human IDE inhibitors in live cells, primary screen, fluorescence polarization, HEK cells, FAbetaB substrate. Insulin-degrading enzyme (Homo sapiens), P14735. FAbetaB cleavage. inhibition, % at 5.59 µM. actives 0.41% (n = 320,000). AID 434962, 2010;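 active = percent inhibition above the average of all tested compounds plus 3 SD, set per screening campaign, cut at about 16% in these data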;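 also: IDE supplied by intact live HEK cells; FP after avidin binding of uncleaved biotin substrate so inhibition keeps polarization high; 0% = DMSO wells and 100% = 60 µM reference IDE inhibitor Ii1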
Target sequence (P14735 whole entry, looked up): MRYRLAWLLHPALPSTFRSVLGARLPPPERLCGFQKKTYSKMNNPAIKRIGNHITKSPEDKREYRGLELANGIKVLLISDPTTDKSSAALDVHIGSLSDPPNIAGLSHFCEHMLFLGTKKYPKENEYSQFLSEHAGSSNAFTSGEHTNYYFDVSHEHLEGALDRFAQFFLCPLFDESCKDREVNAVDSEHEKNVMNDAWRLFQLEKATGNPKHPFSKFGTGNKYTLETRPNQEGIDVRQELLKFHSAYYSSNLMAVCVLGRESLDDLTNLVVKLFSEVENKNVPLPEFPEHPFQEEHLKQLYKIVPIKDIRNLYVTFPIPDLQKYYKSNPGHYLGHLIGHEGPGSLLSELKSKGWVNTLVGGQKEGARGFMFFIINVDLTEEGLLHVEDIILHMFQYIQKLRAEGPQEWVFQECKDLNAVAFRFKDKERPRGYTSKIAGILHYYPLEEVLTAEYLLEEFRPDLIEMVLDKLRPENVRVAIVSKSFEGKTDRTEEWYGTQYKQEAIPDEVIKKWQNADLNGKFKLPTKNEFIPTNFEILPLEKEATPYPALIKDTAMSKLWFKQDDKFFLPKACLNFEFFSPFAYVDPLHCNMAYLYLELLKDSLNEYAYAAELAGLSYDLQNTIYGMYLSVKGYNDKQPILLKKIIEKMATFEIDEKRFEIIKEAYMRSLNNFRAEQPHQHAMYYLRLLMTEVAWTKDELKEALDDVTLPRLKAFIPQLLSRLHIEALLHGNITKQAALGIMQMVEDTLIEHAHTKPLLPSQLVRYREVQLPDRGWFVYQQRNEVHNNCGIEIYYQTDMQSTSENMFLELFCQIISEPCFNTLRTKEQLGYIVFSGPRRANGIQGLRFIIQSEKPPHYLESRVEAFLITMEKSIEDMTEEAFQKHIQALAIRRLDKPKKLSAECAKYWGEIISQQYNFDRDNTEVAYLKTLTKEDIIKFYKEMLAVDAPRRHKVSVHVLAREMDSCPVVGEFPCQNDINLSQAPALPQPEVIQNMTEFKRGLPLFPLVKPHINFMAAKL
M18AAP inhibitor: PfM18AAP inhibitors, malaria aminopeptidase, primary screen, biochemical, QFRET, recombinant enzyme; M18 aspartyl aminopeptidase (Plasmodium falciparum 3D7); inhibition, % at 7.35 µM; H-Glu-NHMec fluorogenic cleavage; actives 1.2% (n = 290,000);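 active = inhibition above the campaign mean inhibition over all tested compounds plus 3 SD, cut at about 28% in these data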;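 also: 0% = plate median of test compound wells and 100% = 2 mM ZnCl2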
DNA FID counter: compounds displacing fluorescent DNA intercalator, primary screen, artefact control for HCV NS3 helicase inhibitor project, biochemical, FID fluorescence; DNA fluorescent intercalator displacement; inhibition, % at 7.9 µM; actives 0.17% (n = 290,000); AID 1845, 2009; in the data active = inhibition above about 37%;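 also: 0% = vehicle and 100% = reference compound; higher means more ethidium bromide displaced from hairpin DNA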
SUMO HTRF inh: inhibitors of in vitro SUMOylation cascade, primary screen, biochemical, HTRF, uHTS; SUMO-conjugating enzyme UBC9 (Homo sapiens), P63279; HTRF SUMOylation assay, SAE1/SAE2 + UBC9; inhibition, % at 35 µM; actives 0.36% (n = 290,000); AID 2006, 2009; in the data active = inhibition above about 50%, passing the limit was not always enough; also: strong numbers were not always called active
IDE act: human IDE activators in live cells, primary screen, fluorescence polarization, HEK cells, FAbeta-B substrate; FAbeta-B cleavage; 0% vehicle, 100% cell-free pure enzyme wells; actives 0.073% (n = 340,000); activation, % at 5.96 µM; Insulin-degrading enzyme (Homo sapiens), P14735;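 active = activation above the mean of all tested compounds plus 3 SD, set per screening campaign, cut at about 17% in these data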
p-CIP stab down: p/CIP-EGFP fusion destabilizers, primary screen, fluorescence, F442A cells | Q05BA5 | 16 h | decrease of EGFP signal, % at 10 µM | actives 0.01% (n = 290,000);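 active = EGFP signal decrease of at least 30% at 10 µM or well 3 SD below plate mean, unless failing retest; inactive = the rest, including hits failing retest or dose response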; also: some compounds called inactive have numbers as strong as hits; many of its hits are not listed in these tables
Active calls of the source: *; · = no result given; & = joins results of further samples. Compounds were not picked by outcome; about 3.6% have a hit in one of these screens.

SMILES	IMP-1 inhibitor	HCV NS3 hel inh	VIM-2 inhibitor	IDE cell inh	M18AAP inhibitor	DNA FID counter	SUMO HTRF inh	IDE act	p-CIP stab down
CCN1CN(Cc2ccccc2)CNC1=S	-1.7	-2	-1.4	7	-5	4	1	4	3
COc1ccnc(Oc2ccccc2)c1C(=O)N/C=N/OCc1ccc(F)cc1Cl	1.9	-14	-1.2	2	-5	-24	-16	-1	8
Cc1ccc(C(=O)Oc2ccc(/C=N/NC(N)=O)cc2)cc1	-3.5	5	-0.9	-7	2	-13	38	-1	-13
Cc1cc(NC(=O)CSc2cc(Cl)ccc2Cl)n(-c2ccccc2)n1	-0.8	-12	0.0	3	0	-18	-18	-5	2
Cc1ccc(S(=O)(=O)N2CCC(C(=O)N[C@@H](Cc3ccccc3)C(=O)O)CC2)cc1	-1.1	0	-1.5	4	0	-34	12	4	4
CCCC(=O)C1=C(SCC)CC(C)(C)C(C(=O)OC)C1=O (stereo unspecified)	-0.1	0	0.5	1	0	-18	8	5	0
Cc1ccc(S(=O)(=O)c2cc3c(=O)n4cccc(C)c4nc3n(C3CCCCC3)c2=N)cc1	-2.1	2	-0.9	5	-2	-4	-9	2	2
CCNC(=O)OCc1cn(-c2ccccc2)nn1	-1.3	3	1.2	2	0	-4	4	8	-6
CCCNC(=O)c1ccccc1NC(=O)c1ccccc1N(C)S(C)(=O)=O	-6.9	-1	-2.9	4	0	-3	-18	2	-13
Cc1ccccc1-c1nn2c(-c3ccccc3)nnc2s1	-0.9	0	1.3	5	7	-18	19	2	-2
Cc1cc(C)c(C)c(S(=O)(=O)NC2CCN(Cc3ccccc3)CC2)c1C	-1.3	-27	-1.7	5	1	12	1	5	3
C=CCNC(=O)c1cn(CC)c2cc(N3CCN(C(=O)c4ccco4)CC3)c(F)cc2c1=O	-0.6	-1	3.5	0	-2	-61	31	2	9
Cc1cccc(-n2c(SCC(=O)Nc3ccc4c(c3)OCO4)nnc2-c2ccoc2C)c1	-3.1	2	-0.2	0	-1	-4	11	3	2
CCC(C(=O)NCc1ccco1)N(C(=O)CNS(=O)(=O)c1ccccc1)C1CCCCC1 (stereo unspecified)	-2.7	2	-6.1	2	2	-23	12	-1	-12
Cc1cccc(N2CCN(C(=O)c3cccc(S(=O)(=O)N4CCc5ccccc5C4)c3)CC2C)c1 (stereo unspecified)	-3.7	11	-0.2	5	1	-23	-1	7	-4
Cc1ccc(S(=O)(=O)CC(=O)c2ccc([N+](=O)[O-])cc2)cc1	-2.4	10	-1.5	-1	1	3	3	5	-6
CCC1CCCCN1CCCNC(=O)CN1C(=O)c2cccnc2Oc2ccc(Cl)cc21 (stereo unspecified)	-1.7	9	-1.7	2	-2	12	10	0	-8
COCCCn1c(C(=O)NC2CCCCC2C)cc2c(=O)n3cccc(C)c3nc21 (stereo unspecified)	-2.0	-2	1.9	0	-2	-19	11	2	-9
C=CCn1c(SCC(=O)c2cccs2)nnc1-c1cccc(OC)c1	-2.6	-2	0.8	-3	4	-16	8	1	2
Cc1nnsc1C(=O)N(Cc1ccccc1)C(C)C	-2.5	-15	-1.1	6	5	-6	6	5	-16
CC(/C=C\c1cccnc1)=C/C(=O)O	-3.8&-1.5	3&-6	-2.5&-0.4	-4&-4	0&-5	-3&0	-1&5	3&1	8&5
CC[C@@H](C)[C@H](NC(=O)CNC(=O)Cc1c(C)c2c(cc(C)c3c(C)coc32)oc1=O)C(=O)O	-0.7	-3	1.2	-2	-11	-24	45	-2	-8
COc1cc(OC)cc(C(=O)NCc2ccc3[nH]c(C)cc3c2)c1	-3.7	1	-5.2	0	-2	1	16	0	-17
Cc1nc([N+](=O)[O-])cn1CC(=O)c1ccc(F)cc1	-1.2	-1	-0.7	-1	-1	-2	10	3	-8
Cc1ccnc(NC(=O)CS(=O)(=O)Cc2ccccc2)c1	-4.9	-2	-3.3	3	4	-6	-2	-1	6
CCOC(=O)C1CCN(C(=O)CSc2nnc(-c3ccco3)n2-c2ccccc2)CC1	-4.9	5	-3.2	8	-9	-20	11	-3	-24
COc1ccc(NC(=O)CN(C)C2CCCCC2)c([N+](=O)[O-])c1	-4.0	-7	-2.6	2	-6	2	-6	-2	-9
CN(C)S(=O)(=O)c1ccc(N2CCCC2)c(C(=O)Nc2nc3ccc(F)cc3s2)c1	-2.0	7	1.4	9	0	-5	-8	0	-3
Cc1cc(=O)oc2c3c(cc(OCC(=O)NCc4cccnc4)c12)OC(C)(C)CC3	-4.3	5	-0.4	3	5	-38	42	-2	-6
Cc1nnc(SCC(=O)c2cc(C)n(C3CC3)c2C)s1	1.4	25	0.7	3	7	-10	2	8	-16
CN(Cc1cnn(C)c1)Cc1nc(COc2ccccc2)no1	-2.4	5	-0.7	-6	0	-9	13	4	-14
O=C(OCC(=O)c1ccc[nH]1)c1ccc(S(=O)(=O)N2CCCCC2)cc1	-2.6	15	-4.0	·	-1	-17	-3	·	4
CCCCNC(=O)N(CC)c1c(N)n(Cc2ccccc2)c(=O)[nH]c1=O	-1.1	2	-2.0	6	-10	-1	19	0	13
O=C(Nc1cnccn1)c1csc2ccccc12	-2.4	2	-0.5	4	-4	-3	6	-5	2
O=C(COc1ccccc1Br)NCc1ccco1	-3.8	-4	-3.7	-7	3	-17	26	4	-6
CN(C)CCCNc1nc(-c2ccc(Cl)cc2)nc2ccccc12	-3.1	-32	0.6	2	6	54*	-4	0	9
COc1ccccc1Cc1nnc(NC(=O)C2CCN(C(=O)c3ccco3)CC2)s1	1.6	19	-2.7	4	42*	-55	10	2	-10
COc1ccc(/C=C2/N=C3CCCCCN3C2=O)cc1OC	-2.1	-7	-2.9	5	1	-19	-44	4	1
O=C(N/C(=C\c1ccccc1)C(=O)N1CCCCCC1)c1ccccc1	-0.5	1	-0.1	4	-3	-21	-8	5	4
Cc1ccc(S(=O)(=O)c2nc(C)oc2NCc2ccccc2)cc1	-2.1	12	-5.2	2	-24	-9	5	·	-4
Cc1ccc(S(=O)(=O)c2c(N)n(Cc3ccco3)c3nc4ccccc4nc23)cc1C	-0.6	13	-2.4	13	2	-13	8	-10	-23
COc1ccc(NC(=O)C(C)N2C(=O)C3CC=C(Cl)CC3C2=O)cc1 (stereo unspecified)	-2.4	5	-2.2	·	-7	-6	-1	-3	-5
CCNC(=S)N/N=C/c1cc(C)ccc1C	-2.7	0	-2.5	-7	-1	-12	-12	5	4
COc1cc(/C=N/N=C2/NC(=O)C(Cc3ccc(F)cc3)S2)ccc1O (stereo unspecified)	-2.4	7	-1.9	-11	-1	-7	13	-3	4
O=C(Nc1ccc(C(=O)O)cc1)/C(=C\c1ccc2c(c1)OCO2)NC(=O)c1ccc(Br)cc1	-2.0	5	-4.9	0	5	-28	4	5	6
CC(C)CCc1noc(CN2CCC(C(=O)N3CCOCC3)CC2)n1	-4.5	5	-1.9	-5	-7	-10	8	2	-9
Cc1ccc(-c2n[nH]c(=O)c3ccccc23)cc1S(=O)(=O)N(C)C	1.0	0	4.8	2	1	-8	-2	-4	1
Clc1ccc(/C=N/N2CCN(Cc3ccccc3Cl)CC2)cc1	-1.4	-4	-2.8	3	-6	-5	-5	-2	-6
OCCCC1CCCCN1Cc1nc(Cc2ccccc2Cl)no1 (stereo unspecified)	-3.0	7	0.5	4	1	-20	3	-5	-3
CC(C)C(OC(=O)c1cc2sccc2n1C)C(=O)NCC1CCCO1 (stereo unspecified)	0.8	-3	-0.4	3	8	-28	-14	1	13
CCCOc1ccc(NC(=O)CC2Nc3ccccc3NC2=O)cc1 (stereo unspecified)	-3.0	-1	-3.2	0	5	-17	2	4	0
Cc1ccc(NCc2n[nH]c(=S)n2-c2cccc(Cl)c2)cc1	-3.0	-3	-1.8	10	17	-25	-14	-1	15
Cc1cc2ccccc2nc1SCC(=O)N1CCCC1	-1.6	-8	-2.4	0	-6	-19	14	4	-14
O=C(NCc1n[nH]c(=S)n1-c1cccc(C(F)(F)F)c1)c1ccc(S(=O)(=O)N2CCCC2)cc1	-3.0	2	-3.7	0	27	-33	5	5	5
O=C(O)CCS(=O)(=O)c1cccc2cccnc12	-6.7	-1	0.2	1	3	4	10	4	-6
COc1cccc(N/C=C/C(=O)c2ccc(C)cc2)c1	-0.4	-1	6.7	1	3	-16	2	5	-6
Cc1onc(-c2ccccc2)c1C(=O)NCCc1c[nH]c2ccccc12	-3.1	0	1.1	4	-7	-11	14	-1	-6
COC(=O)c1c(NC(=O)c2ccco2)sc(C(=O)N2CCCC2)c1C	-2.0	8	0.3	3	0	-12	17	0	-1
COc1ccc2oc(=O)cc(CN(C)Cc3ccccc3)c2c1	-3.6	-9	-2.1	1	6	-24	7	0	9
CC(C)CC(=O)Nc1ccc(F)c(Cl)c1	-1.9	-1	0.0	5	6	1	1	5	-5

Next part, starting with the last two of the part before.
SMILES	IMP-1 inhibitor	HCV NS3 hel inh	VIM-2 inhibitor	IDE cell inh	M18AAP inhibitor	DNA FID counter	SUMO HTRF inh	IDE act	p-CIP stab down
COc1ccc2oc(=O)cc(CN(C)Cc3ccccc3)c2c1	-3.6	-9	-2.1	1	6	-24	7	0	9
CC(C)CC(=O)Nc1ccc(F)c(Cl)c1	-1.9	-1	0.0	5	6	1	1	5	-5
CCc1nnc(NS(=O)(=O)c2ccccc2)s1	-2.3	-3	-2.7	0	-7	1	10	5	-7
CC1(C)OC(=O)CC1C(=O)NCc1ccccc1 (stereo unspecified)	-1.4	0	-1.3	-1	-12	-1	6	3	6
COc1ccc(NC(=O)CSc2nnc(Cn3c(=O)sc4ccccc43)n2C)cc1OC	-2.8	4	-0.3	-1	3	-1	-6	1	2
CCOc1ccc(NC(=O)CC2C(=O)N(c3ccc(OCC)cc3)C(=S)N2C2CC2)cc1 (stereo unspecified)	-3.3	-10	-2.7	4	5	-29	2	4	-8
O=C(c1ccc(F)cc1)C(C(=O)N1CCCCC1)n1ccccc1=O (stereo unspecified)	-3.2	1	-3.6	5	-4	7	-3	5	6
O=C(Nc1cc(S(=O)(=O)N2CCCCC2)ccc1Cl)C1=NN(c2ccccc2)C(=O)CC1	-1.9	-1	-0.1	-2	1	-50	21	-2	-41
Cn1c(SCC(=O)Nc2ccc(N3CCOCC3)cc2)nnc1-c1ccco1	-4.0	6	-3.9	6	2	-11	-2	3	-11
O=C(Nc1ccccc1)c1sc(Cl)nc1-c1ccccc1	-3.0	-3	-2.6	3	1	-3	-37	1	0
